Screening data (PubChem)
Lipid storage S3: qHTS Assay for Lipid Storage Modulators in Drosophila S3 Cells. Drosophila S3 cells, BODIPY lipid droplet fluorescence, 18-24 h; cells fed with added oleic acid. Potency in µM for hits, for the others lipid storage change, negative = inhibition, % at the top dose, mostly 46.1 µM. 320,000 compounds, 0.64% hits; active = well fitted inhibition curve with a large enough effect in the signal ratio, with a control signal flat, not every such curve was filed as active; inconclusive = small, poorly fitted or top-dose-only effect, or effect the other way, or a change in a side signal; the % refers to the signal ratio
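Drosophila S3 cells loaded with oleic acid (400 uM, as added) and compounds at several concentrations; lipid droplets imaged by 488-nm laser-scanning cytometry, 500–530 nm intensity and object ratio to cell channel. Percent activity normalized to 20 uM Triacsin C.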
Lipid storage S3 cell count max: further read-out of Lipid storage S3, marked with its call; cell number change, %; measured here: cell count max response;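 cells counted by Cell Tracker Red CMTPX staining in the red channel; peak over a dose series mostly up to 46.1 µM; percent activity relative to internal control wells on each plate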
* = called active by the depositor; i = inactive; ? = inconclusive; nt = no result given. % is scaled to controls: 0 for no effect and ±100 for the full control effect; potency is read from the fitted curve at half-maximal effect. Some of the compounds tested, so the mix of outcomes need not match the whole.

SMILES	Lipid storage S3	Lipid storage S3 cell count max
COc1ccc(CC(=O)Nc2nc(-c3ccccc3)c(C(C)=O)s2)cc1OC	?	nt
CCN1C(=O)/C(=C/c2nc3ccccc3c(=O)n2-c2ccccc2)c2ccccc21	i	nt
CC(C)COC(=O)n1c(=O)oc2ccc(S(=O)(=O)N3CCCCC3)cc21	?	nt
Cc1ccc(C)c(Oc2ncnc(N)c2[N+](=O)[O-])c1	0%	2
CC(C)CN1CCN(Cc2cn(C)c3ccccc23)CC1CCO (stereo not given)	19%	14
O=C(c1cccs1)N(Cc1nc2sc3c(c2c(=O)[nH]1)CCCC3)C1CCCC1	?	nt
O=c1cc(CCl)[nH]c2nc3ccccc3n12	-8%	0
COc1ccccc1NC(=O)c1cc(S(=O)(=O)NC2CCCC2)ccc1F	?	nt
COc1ccc(CCCNC(=O)C2CCC(=O)N(Cc3ccc(Cl)cc3)C2)cc1 (stereo not given)	?	nt
Cc1cccc(OCC(=O)Nc2ccc(NC(=O)c3ccco3)c(C)c2)c1	i	7

Next structures.
SMILES	Lipid storage S3	Lipid storage S3 cell count max
COc1ccccc1Oc1nc(C)c(C(C)=O)cc1C#N	?	nt
COc1cc(CN2CCN(CCc3ccccc3)C(CCO)C2)cc(OC)c1 (stereo not given)	2%	13
COc1ccc(CNc2ccc(-c3ccc(OC)cc3)nn2)cc1	20%	5
COc1ccc(NC(=O)CN(C)C(=O)CCc2c[nH]c3ccccc23)cc1	?	nt
CCCN1CCC(=O)N(CCSc2ccc(C)cc2)CC1	1%	21
COc1cccc(CNC(=O)CCNS(=O)(=O)c2cccs2)c1	-23%	nt
O=C(O)CSc1nc2ccccc2n1Cc1ccccc1	21%	5
CCCCOc1ccc(-c2c(C#N)c(N)[nH]c(=S)c2C#N)cc1	10%	14
CN(C)S(=O)(=O)Oc1cccc(C(=O)Nc2ccc(Cl)c(Cl)c2)c1	?	nt
CC(C)(C)OC(=O)N/N=C\c1ccc[nH]1	4%	1

Of the compounds above, 2 contain four or more nitrogen atoms:
SMILES	Lipid storage S3	Lipid storage S3 cell count max
Cc1ccc(C)c(Oc2ncnc(N)c2[N+](=O)[O-])c1	0%	2
CCCCOc1ccc(-c2c(C#N)c(N)[nH]c(=S)c2C#N)cc1	10%	14

Next part
SMILES	Lipid storage S3	Lipid storage S3 cell count max
Cc1nn(-c2ccccc2)c(N)c1N=O	0%	nt
COc1ccc(NC(=O)C/C(C)=N/NC(=O)CCc2ccccc2)c(OC)c1	?	nt
CCC(C)(NC(=O)c1cccc(N2C(=O)CSC2c2ccccc2)c1)C(=O)Nc1ccccc1C (stereo not given)	?	nt
CC(=O)c1cccc(OCC(=O)N(Cc2ccco2)c2c(N)n(Cc3ccccc3)c(=O)[nH]c2=O)c1	?	nt
CCOc1cc(/C=N/NC(=O)Cn2nc([N+](=O)[O-])cc2C)ccc1OCc1ccc(F)cc1	-1%	-7
CC(=O)N1c2ccc(S(=O)(=O)NCCC(=O)Nc3ccc(C)c(F)c3)cc2CC1C (stereo not given)	i	-20
COc1ccc(N2CSC3=C(C#N)C(c4ccc(OC)c(OC)c4)CC(=O)N3C2)c(OC)c1 (stereo not given)	?	nt
Cn1c(=O)n(C)c2cc(S(=O)(=O)Nc3ccccc3O)ccc21	?	nt
CCn1c(SCC(=O)Nc2cc(F)ccc2C)nnc1-c1ccccc1O	22%	-12
CCn1c(-c2ccncc2)n[nH]c1=S	1%	10

Next compounds
SMILES	Lipid storage S3	Lipid storage S3 cell count max
O=C(COC(=O)COc1ccc(Cl)cc1)NCCNC(=O)COC(=O)COc1ccc(Cl)cc1	?	nt
CC(=O)/C=C/c1ccccc1O	-9%	0
COc1ccc(N2CCN(C(=S)NC(C)c3ccccc3)CC2)cc1 (stereo not given)	?	nt
O=C(COC(=O)CCC1CCCC1)Nc1ccccc1OC(F)F	?	nt
CN(C)S(=O)(=O)c1ccc2c(c1)C(CC(=O)O)NC2=O (stereo not given)	?	nt
Cc1cc(C)cc(-n2c(SCC(=O)NCc3ccco3)nc3ccccc3c2=O)c1	?	nt
NC(=O)c1ccc2c(=O)c(O)c(-c3cc(Cl)c(N)c(Cl)c3)[nH]c2c1	?	nt
CCc1cccc(NC(=O)CSc2nc3c(c(=O)[nH]2)CCCC3)c1	?	nt
Cc1ccc(CCC(=O)Nc2ccc([N+](=O)[O-])cc2)o1	i	9
CC(C)OCCCNC(=O)c1ccc(CN2CCc3ccccc3C2)cc1	15%	-5

(listing goes on)
SMILES	Lipid storage S3	Lipid storage S3 cell count max
CCN1CCCC1CNC(=O)C(=O)NC(C)c1ccccc1 (stereo not given)	?	nt
CCOC(=O)c1ccc(NC(=S)NCCc2ccccc2F)cc1	?	nt
COC(=O)Cc1[nH]c(=S)[nH]c1C(=O)OC	-3%	17
COC(=O)c1cc(C(=O)N2CCN(c3cccc(Cl)c3)CC2)cc([N+](=O)[O-])c1	?	nt
CCOP(=O)(OCC)c1nc(-c2cccc3ccccc23)oc1NCc1ccccc1	?	nt
Cc1ccc(S(=O)(=O)c2nc(S(C)(=O)=O)sc2N2CCCCCC2)cc1	?	nt
CCc1c(C)nc2cc(C)[nH]n2c1=O	?	nt
COc1cccc(NC(=O)c2cccc(Cl)c2)c1	-2%	1
CN(c1ccc(C(=O)N2CCc3ccccc3C2)cc1)S(C)(=O)=O	8%	-8
O=C(c1ccc(F)cc1)C1CCN(C(=S)Nc2ccc(F)cc2)CC1	?	nt

Next part
SMILES	Lipid storage S3	Lipid storage S3 cell count max
Cn1nnc(NC(=O)c2cccc(F)c2)n1	?	nt
COc1ccc(NC(=O)c2ccc3c(=O)n(CC4CCCO4)c(=S)[nH]c3c2)c(OC)c1 (stereo not given)	i	1
CC(=O)c1c2c3c(cccc3n(C)c1=O)C(=O)c1ccccc1-2	i	-3
O=C(O)C/C=C(/NC(=O)OCc1ccccc1)C(=O)OCc1ccccc1	6%	nt
COc1ccccc1-c1noc(CCC(=O)NC2CCCC2)n1	?	nt
Cc1cccc(NC(=O)CSc2cc(C(=O)c3nccn3C)c3ccccc3n2)c1	?	nt
CCC(C)N(C(=O)COc1ccccc1C#N)C1CCS(=O)(=O)C1 (stereo not given)	?	nt
COc1ccc(CCNCC(O)COc2cccc(C(C)=O)c2)cc1OC (stereo not given)	-1%	-12
Cc1c(C)n(Cc2ccc(F)cc2)c2ccc(C(=O)N3CCN(c4ccccn4)CC3)cc12	?	nt
COc1cc(NC(=O)CSC(=S)N2CCCC2)c(OC)cc1Cl	?	nt

The list continues.
SMILES	Lipid storage S3	Lipid storage S3 cell count max
COc1ccc(-c2cc(C(F)(F)F)nc(N3CCOCC3)n2)cc1	10%	15
CC(=O)Oc1ccc(/C=N/NC(=S)Nc2ccccc2)cc1	?	nt
CCCc1nnc(NC(=O)CC(=O)OCC)s1	12%	6
O=C(CSc1ccccn1)Nc1ccc2c(c1)C(=O)c1ccccc1C2=O	?	nt
Cc1cc2oc(=O)c3c(c2cc1OC(=O)c1ccco1)CCCC3	?	nt
O=C(NCc1ccc(C(F)(F)F)cc1)C1CC(c2ccccc2[N+](=O)[O-])=NO1 (stereo not given)	?	nt
COC(=O)c1c(C)oc(C)c(C(=O)OC)c1=O	11%	-3
CNC(=S)N/N=C/c1c(C)nn(-c2ccc(F)cc2)c1Cl	?	nt
C=CCc1cccc(CNn2cnnc2)c1O	-4%	3
CC(C)(C)/C(Cn1cncn1)=N\OC(=O)Nc1ccc(Cl)cc1	25%	16

Sorted by count of non-hydrogen atoms (low to high): some entries from above.
SMILES	Lipid storage S3	Lipid storage S3 cell count max
COc1ccc(CNc2ccc(-c3ccc(OC)cc3)nn2)cc1	20%	5
COc1ccccc1NC(=O)c1cc(S(=O)(=O)NC2CCCC2)ccc1F	?	nt
O=C(c1cccs1)N(Cc1nc2sc3c(c2c(=O)[nH]1)CCCC3)C1CCCC1	?	nt

Molecules shown so far that contain a CF3 group, in the order listed:
SMILES	Lipid storage S3	Lipid storage S3 cell count max
COc1ccc(-c2cc(C(F)(F)F)nc(N3CCOCC3)n2)cc1	10%	15
O=C(NCc1ccc(C(F)(F)F)cc1)C1CC(c2ccccc2[N+](=O)[O-])=NO1 (stereo not given)	?	nt

(list continues)
SMILES	Lipid storage S3	Lipid storage S3 cell count max
Cc1ccc(-c2csc(NC(=O)c3cccc([N+](=O)[O-])c3)n2)cc1	-17%	13
CCn1c(SCC(=O)Nc2cccc(NC(C)=O)c2)nnc1C(C)C	i	-9
COc1cc(C(=O)NCc2ccc(C)cc2)ccc1OCc1c(C)noc1C	i	-18
COc1ccc(OCC(O)CNC(=O)Nc2cccc3ccccc23)cc1 (stereo not given)	8%	19
COC(=O)c1ccc(CNC(=O)C2CCC(=O)N(C3CCCCCC3)C2)cc1 (stereo not given)	?	nt
COc1ccc(NC(=O)CN2C(=O)NC(CC(C)C)C2=O)cc1S(=O)(=O)N1CCOCC1 (stereo not given)	?	nt
C=CCNc1nc(N)c([N+](=O)[O-])c(N2CCCCCC2)n1	?	nt
Cc1ccc(C(=O)c2c[nH]c(C(=O)NCc3cccnc3)c2)cc1	i	nt
C/C(=N\NC(=O)c1cccc(N2CCCC2=O)c1)c1ccc(N)cc1	?	nt
CN(C)/C=C(\C(=O)c1ccccc1)c1nnnn1-c1ccccc1	?	nt

(cont.)
SMILES	Lipid storage S3	Lipid storage S3 cell count max
Cc1ccc(Nc2nnc(C3C(=O)N(C)C4(C)CC3c3cc(Br)ccc3O4)s2)cc1 (stereo not given)	?	nt
Cc1[nH]c2ccccc2c1C(=O)CN1CC(C)CC(C)C1 (stereo not given)	-24%	9
CCNC(=O)CCCOc1ccc(Cl)cc1Cl	10%	-5
Cc1cccc(C(=O)Nc2ccc(C(=O)/C=C/c3cccnc3)cc2)c1	?	nt
CC1=Cc2ccccc2C(C#N)N1C(=O)c1ccccc1 (stereo not given)	?	nt
O=C(c1ccc2c3c(cccc13)C(=O)N(O)C2=O)N1CCCCC1	-4%	5
Cc1cc(C)nc(SCc2c(F)cccc2Cl)n1	?	nt
Cc1ccc(S(=O)(=O)N2CCC(C(=O)Nc3nnc(-c4ccco4)s3)CC2)cc1	?	nt
O=C(Nc1ccn(Cc2ccccc2F)n1)c1ccc(COc2ccc(Cl)cc2Cl)o1	?	nt
CCOc1cc2c3c(c1)C(C)=CC(C)(C)N3C(=O)C2=O	?	nt

Whole records, looked up by structure. Order of values: Lipid storage S3, Lipid storage S3 cell count max
Results for O=C(Nc1ccn(Cc2ccccc2F)n1)c1ccc(COc2ccc(Cl)cc2Cl)o1 : ?, nt
Results for Cc1cccc(C(=O)Nc2ccc(C(=O)/C=C/c3cccnc3)cc2)c1 : ?, nt

(listing goes on)
SMILES	Lipid storage S3	Lipid storage S3 cell count max
O=C(c1ccc(NS(=O)(=O)c2ccc3[nH]c(=O)[nH]c3c2)cc1)N1CCCC(C(F)(F)F)C1 (stereo not given)	19%	16
CC1Cc2ccccc2N1C(=O)CCn1cccn1 (stereo not given)	i	nt
Clc1ccc(OCCCCN2CCc3ccccc3C2)cc1	?	nt
Cc1cc(C)cc(N2C(=O)C3C4C=CC(C4)C3C2=O)c1 (stereo not given)	1%	2
Cc1ccc(NC(=O)CCC(=O)OCc2ccc(Br)cc2)cc1	?	nt
CCOC(=O)c1cc(CC)sc1NC(=O)CC1SC(N)=NC1=O (stereo not given)	?	nt
CC(c1ccccc1)n1cc(C(=O)NCc2cccnc2)nn1 (stereo not given)	?	nt
COc1ccc(NC(=O)NCc2ccc(Cl)cc2)cc1	?	nt
O=[N+]([O-])c1cc(-c2nnc(-c3ccccc3)o2)ccc1Oc1ccc(Cl)cc1	4%	-1
COc1ccc(-c2nc3ncccn3c2Nc2ccc3c(c2)OCCO3)cc1	3%	5

Following part.
SMILES	Lipid storage S3	Lipid storage S3 cell count max
OCc1ncccc1O	?	nt
O=C(Cn1nc(-c2ccccc2)c2ccccc2c1=O)Nc1ccc(F)cc1	-14%	-20
CN(C)CCNC(=O)c1onc(CSc2ccc(F)c(F)c2)c1C(=O)NCCN(C)C	-1%	9
O=C(O)c1ccc(NC(=O)C(c2ccccc2)c2ccccc2)cc1	?	nt
CCN(CC)C(=O)CSc1nnc(-c2cccc(OC)c2)o1	i	19
Cc1ccccc1C(=O)NNC(=O)Nc1ccccc1	?	nt
CNC(=O)COc1ccc(S(=O)(=O)Nc2ccc(C)cc2)cc1	-7%	2
Cc1cc(C)c2[nH]c(=O)c(CN(CC3CCCO3)C(=S)NCc3ccco3)cc2c1 (stereo not given)	?	nt
COc1cc2c(cc1NC(=O)CSc1nccn1C)oc1ccccc12	?	nt
COc1ccccc1CNc1nc(=S)[nH]c2cc(OC)c(OC)cc12	?	nt

More records
SMILES	Lipid storage S3	Lipid storage S3 cell count max
CC(C)(CNc1ccc(S(=O)(=O)C(F)(F)F)cc1[N+](=O)[O-])N1CCOCC1	?	nt
CC(CN1CCC(n2nccc2NC(=O)c2ccccc2Cl)CC1)c1ccccc1 (stereo not given)	-21%	-9
O=C(COC(=O)C1CCN(S(=O)(=O)c2cccs2)CC1)c1cc2ccccc2o1	?	nt
CN(C(=O)COC(=O)c1cccs1)c1c(N)n(Cc2ccccc2)c(=O)[nH]c1=O	3%	6
COc1ccc(CN2CCOCC2)cc1	?	nt
O=C(CN1C(=O)COc2ccc(S(=O)(=O)N3CCOCC3)cc21)NCc1ccco1	-9%	-5
